HIV peptide binding = cell-free HIV fusion peptide-binding blockers – biochemical, uHTS, fluorescence dequenching, primary screen (AID 1986) | cell-free peptide binding, fluorescence dequenching, 30 min; higher % means a stronger effect | inhibition, % at 20 µM; hits with a dose series show IC50 in µM | 290,000 tested, 0.3% active; in the data active means inhibition mostly above about 52%, no sharp cut-off; inactive means mostly below about 76%; further: some results filed as inactive read as strong as hits
KOR beta-arrestin-1 = kappa opioid receptor activators – cell-based, luminescence, uHTS, primary screen (AID 1777) | KOR beta-arrestin recruitment, luminescence; higher % means a stronger effect | activation, % at 10 µM; hits with a dose series show EC50 in µM | 280,000 tested, 0.02% active; in the data active means activation above about 50%, passing the limit was not always enough; further: a part of the inactive calls stands beside numbers as strong as those of hits
NOD1 inhibition = NOD1 signaling inhibitors, primary screen, cell-based, luminescence, uHTS (AID 1578). NOD1-driven NF-kB luciferase reporter cells, luminescence; higher % means a stronger effect. one-dose inhibition, % at 4 µM; EC50 in µM for titrated hits. 290,000 tested, 1% active; in the data active means inhibition mostly above about 36%, no sharp cut-off; inactive means mostly below about 34%;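 further: HEK-293T reporter cells stimulated with the NOD1 agonist gamma-tri-DAP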
GPR55 beta-arrestin = selective activators of receptor GPR55 – imaging, U2OS cells, beta-arrestin-GFP redistribution, primary screen (AID 1961); U2OS GPR55 beta-arrestin-GFP redistribution imaging; higher % means a stronger effect; one-dose activation, % at 10 µM; EC50 in µM for titrated hits; 290,000 tested, 0.048% active;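 active means activation above 40% with more than 50 cells counted in the well; inconclusive means wells holding fewer than 50 cells, flagged as toxic or sparse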;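 further: U2OS osteosarcoma cells stably expressing GPR55 and beta-arrestin-GFP; plate controls were DMSO negative control for no effect and LPI positive control for full effect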
KOR beta-arrestin-2 = KOR antagonists, beta-arrestin recruitment, cell-based, luminescence, uHTS (AID 1778) | KOR beta-arrestin recruitment, luminescence, antagonist mode; higher % means a stronger effect | inhibition, % at 10 µM; hits with a dose series show IC50 in µM | 290,000 tested, 0.091% active; further: strong numbers were not always called active
NOD2 inhibition = NOD2 signaling inhibitors, cell-based, luminescence, uHTS, HEK293 (AID 1566). HEK293 NOD2/NF-kB luciferase reporter, luminescence; higher % means a stronger effect. one-dose inhibition, % at 4 µM; EC50 in µM for titrated hits. 290,000 tested, 0.63% active; further: many of its hits are not listed in these tables
Rac1 GTP hydrolysis = MgcRacGAP GTPase-activating activity inhibitors, confirmation, biochemical, ADP Hunter fluorescence; MgcRacGAP-stimulated Rac1 GTP hydrolysis, ADP Hunter fluorescence; higher % means a stronger effect; GST-tagged Rac1 F28L mutant substrate; one-dose inhibition, % at 30 µM; IC50 in µM for titrated hits; 340,000 tested, 0.6% active; AID 624330;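 active means first-screen hits whose inhibition reached a set limit at any dose in the follow-up dose series; inconclusive means inhibition above the set first-screen limit but never retested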;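 further: fluorescence reports GDP produced by GAP-driven GTP hydrolysis; strong numbers were not always called active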
Large T inhibition = TAg ATPase/helicase activity blockers – biochemical (AID 1903). SV40 large T antigen ATPase/helicase inhibition assay; higher % means a stronger effect. one-dose inhibition, % at 20 µM; IC50 in µM for titrated hits. 310,000 tested, 0.39% active; in the data active means a potency from the dose series; inconclusive means inhibition mostly from about 32% at the one dose, without a potency; inactive means the rest, 99 in 100 with inhibition below about 32%; further: strong numbers were not always called active
GPR55 antagonists = GPR55 antagonists blocking LPI-driven arrestin recruitment, primary screen, imaging, U2OS, beta-arrestin-GFP, LPI agonist (AID 2013); inhibition, % at 10 µM; hits with a dose series show IC50 in µM; 290,000 tested, 0.13% active; U2OS GPR55 beta-arrestin-GFP translocation imaging, LPI antagonism; higher % means a stronger effect;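 active means spots per cell inhibited over 60%, with over 100 cells counted and total cytoplasm intensity under 500,000; inconclusive means wells with under 100 cells, flagged as likely toxic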;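 further: U2OS cells stably carrying GPR55 and arrestin-GFP stimulated by 5 µM LPI near EC80; imaged beta-arrestin-GFP aggregate spots per cell after agonist stimulation; plate controls were LPI-stimulated DMSO wells for no effect and DMSO wells without LPI for full effect; some results filed as inactive read as strong as hits; confirmed hits need IC50 under 10 µM and bright autofluorescent wells are also inconclusive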
* marks the source's active call; other numbers are inactive results; u = inconclusive; x = not tested or not shown; [ ] = remark or other dose. Unless noted, no stated cut-off is given here; in the data, active means inhibition above about 50%; inactive means the rest. A portion of the library; count on the stated rates, not on these rows.

mol	HIV peptide binding	KOR beta-arrestin-1	NOD1 inhibition	GPR55 beta-arrestin	KOR beta-arrestin-2	NOD2 inhibition	Rac1 GTP hydrolysis	Large T inhibition	GPR55 antagonists
Cc1ccc(C(=O)Nc2nnc(C)s2)o1	-1.8%	-4.2%	-10%	-0.1%	8%	-2%	8%	12%	-1%
COc1ccc(OC)c(NC(=O)CCCN2C(=O)C3C4C=CC(C4)C3C2=O)c1 (stereo not drawn)	-3.2%	0.6%	x	1.0%	-13%	6%	9%	5%	-2%
CN(C)c1ccc(/C=N/NC(=O)c2cc(-c3ccc4c(c3)OCO4)n[nH]2)cc1	8.6%	4.0%	-10%	-0.1%	-65%	-52%	10%	14%	-6%
COc1ccc2nc(CCN(C)C(=O)C3CCC(=O)N(Cc4cccc(F)c4)C3)[nH]c2c1 (stereo not drawn)	3.3%	-3.6%	-14%	-0.2%	15%	9%	10%	16%	-2%
Cc1cc(C)c(N=C2C(=O)Nc3ccccc32)c(C)c1	-2.1%	4.1%	1%	-0.2%	-50%	22%	4%	1%	-7%
Cc1ccccc1NS(=O)(=O)c1ccc(C)c(NS(C)(=O)=O)c1C	1.0%	-1.9%	-19%	0.5%	10%	6%	-3%	19%	23%
O=C(CN1C(=O)c2ccccc2S1(=O)=O)NCc1ccccc1	0.9%	-0.7%	-22%	0.3%	-16%	14%	8%	3%	-2%
O=C(Nc1ccccc1O)c1ccc2c(c1)C(=O)N(Cc1ccco1)C2=O	0.3%	-2.8%	-17%	-0.1%	-1%	4%	8%	16%	2%
Cn1c(Cc2ccccc2)nnc1SCC(=O)N1CCOCC1	-2.1%	1.4%	-17%	-0.1%	-16%	-12%	4%	-3%	-2%
Cn1c(C(=O)NCc2cccnc2)cc2sc(Cl)cc21	-0.1%	-2.4%	-14%	-0.1%	16%	-6%	10%	1%	1%
Cc1nccc(-c2cccc(NC(=O)Nc3ccc(Cl)cc3)c2)n1	-1.2%	-1.8%	1%	0.2%	23%	14%	10%	1%	0%
COc1ccc(NC(=S)Nc2cc(C(F)(F)F)ccc2F)cc1	-1.4%	-4.8%	-41%	-0.2%	-8%	6%	5%	10%	-17%
COC(=O)c1cc(-c2ccc(OC)cc2)n[nH]1	0.9%	-2.4%	-38%	-0.1%	-27%[20 µM]	-23%	6%	3%	2%
N#Cc1nc(COc2ccc(F)cc2)oc1N1CCN(Cc2ccccc2)CC1	-0.1%	-1.7%	-18%	-0.1%	44%	-20%	4%	9%	5%
COC(=O)c1c(-c2ccccc2)csc1NC(=O)c1ccco1	-2.2%	5.5%	-80%	-0.2%	x	-81%	9%	-4%	10%
Cc1occc1C(=O)NNC(=O)c1ccccc1F	0.0%	-4.2%	-57%	0.5%	-4%	-20%	4%	-5%	-3%
CN1CCc2c(sc(NC(=O)c3cc4cc([N+](=O)[O-])ccc4s3)c2C(N)=O)C1	1.3%	-2.2%	-31%	-0.6%	-8%	12%	x	5%	26%
O=C(c1ccco1)N1CCN(C(c2ccccc2Cl)c2nnnn2Cc2ccco2)CC1 (stereo not drawn)	-1.6%	5.7%	-18%	-0.3%	5%	8%	11%	5%	4%
CCC(C)(C)c1nnc(NC(=O)C2CC(=O)N(CCc3ccc(F)cc3)C2)s1 (stereo not drawn)	0.1%	-3.5%	-70%	0.2%	11%	23%	2%	4%	-10%
CCOc1cc(NC(=S)NCCCOC)c(OCC)cc1NC(=O)c1ccco1	-2.3%	9.7%	39%	0.1%	-6%	14%	1%	7%	-8%
Cc1noc(C)c1C(=O)N1CCN(c2ccc(OCc3ccccc3)cc2)CC1	-1.3%	-0.6%	-1%	-0.2%	22%	-5%	9%	10%	2%
CCCCCCC(=O)Nc1nc(C)c(-c2csc(Nc3cc(Cl)ccc3C)n2)s1	14%	1.9%	-15%	-0.1%	-2%	-17%	7%	8%	1%
CCc1ccccc1NC(=O)N[C@H](C(=O)O)C(C)CC (stereo partly drawn)	0.0%	2.4%	-4%	-0.1%	-14%	-2%	7%	2%	7%
CCOc1ccccc1N(C)S(=O)(=O)c1ccc2c(c1)N(C(C)=O)CCO2	-0.7%	-0.7%	5%	0.9%	-7%	15%	10%	-8%	-5%
COc1ccccc1N1CCN(C(=O)c2cc(=O)c3cc(C)ccc3o2)CC1	-0.9%	-2.8%	4%	0.4%	3%	-2%	6%	5%	8%
CC(=O)Oc1ccccc1-c1nc(/C=C/c2ccccc2)no1	2.2%	-1.2%	-96%	-0.3%	-24%	-61%	1%	10%	-4%
COc1ccc(N(/N=C2\Sc3ccccc3C2=O)C(C)=O)cc1	0.3%	-4.6%	-68%	0.1%	15%	-94%	8%	9%	6%
CCOc1ccccc1N(CC(=O)Nc1ccccc1C(=O)NCc1ccco1)S(C)(=O)=O	-1.8%	-4.4%	-9%	-0.2%	12%	-5%	13%	1%	19%
OC(COc1ccc2cc(Br)ccc2c1)Cn1ccnc1 (stereo not drawn)	-1.2%	-3.3%	-10%	-0.2%	-30%	2%	6%	7%	0%
O=C(Nc1nc2ccc(SC(F)F)cc2s1)c1ccc2c(c1)S(=O)(=O)c1ccccc1C2=O	5.1%	3.5%	-31%	-0.3%	8%	37%	x	1%	2%
COc1ccc(C2=CC(c3ccc(C)cc3)n3nnnc3N2)cc1 (stereo not drawn)	-4.4%	3.4%	18%	0.5%	-52%	24%	-1%	15%	0%
Cc1ccccc1N1CC(C(=O)Nc2nnc(SCC(=O)Nc3nccs3)s2)CC1=O (stereo not drawn)	18%	-4.2%	-28%	-0.3%	-3%	10%	10%	3%	4%
CC(=O)c1ccc(S(=O)(=O)N2CCN(C(C)=O)CC2)cc1	0.5%	-2.9%	-32%	0.1%	4%	0%	8%	6%	1%
COC(=O)C1=C(N)Oc2c(oc(CO)cc2=O)C1c1c(F)cccc1Cl (stereo not drawn)	0.5%	1.7%	-9%	-0.4%	-58%	8%	2%	10%	-8%
COc1cccc(CNS(=O)(=O)c2cccc(S(=O)(=O)N3CCOCC3)c2)c1	2.6%	-6.0%	-10%	0.2%	6%	24%	6%	9%	8%
CCOC(=O)c1c(C)[nH]c(C(=O)COC(=O)[C@H](C)NC(=O)c2ccccc2Cl)c1C	-1.2%	-3.2%	-35%	-0.1%	8%	-30%	5%	14%	8%
CN(C)C(=O)COC(=O)c1cccnc1Nc1ccccc1F	-0.8%	-2.7%	-13%	u	16%	7%	2%	9%	4%
COc1ccc(C(=O)C2CCCN(C(=O)C3CCOCC3)C2)cc1OC (stereo not drawn)	3.2%	2.4%	3%	0.7%	11%	23%	-31%	7%	9%
O=C(CNC(=O)C1COc2ccccc2O1)N/N=C\c1ccccc1Cl (stereo not drawn)	-0.5%	-3.8%	2%	-0.1%	-24%	20%	10%	x	4%
COc1ccccc1NC(=S)N1CCCc2ccccc21	-1.1%	3.3%	-28%	0.4%	-72%	-2%	-1%	9%	2%
Cc1cc(F)ccc1S(=O)(=O)Nc1ccccc1C(=O)Nc1ccc2[nH]c(=O)[nH]c2c1	18%	1.2%	-24%	-0.4%	-28%	0%	8%	23%	5%
Nc1ccc2c(c1)OC1(CCCC1)O2	2.9%	0.0%	-44%	0.2%	18%	70%*	32µM*	6%	-7%
O=C(NCc1ccco1)C(c1cccs1)N(C(=O)Cc1cccs1)c1ccccc1 (stereo not drawn)	14%	-4.5%	4%	0.1%	-6%	-4%	4%	7%	7%
O=C(Nc1ccc(OC(F)(F)F)cc1)c1ccc2ccccc2n1	0.3%	-0.2%	11%	0.3%	-27%	2%	6%	13%	-6%
COc1ccc(CCC(=O)Nc2nc(C)c(C(=O)N(C)C)s2)cc1	-0.5%	3.7%	-13%	-0.2%	7%	-3%	4%	3%	16%
O=C1NC(c2cc(Cl)cc([N+](=O)[O-])c2O)Nc2ccccc21 (stereo not drawn)	7.2%	-0.2%	11%	-0.1%	-44%	5%	-10%	17%	6%
Cc1ccc(C(=O)NC2CC(C)(C)NC(C)(C)C2)cc1C	0.2%	24%	26%	0.6%	3%	-8%	11%	-1%	2%
C#CCOCCOCCOCCNc1nc(N2CCN(C(=O)[C@H]([C@@H](C)CC)n3cc([C@@H](N)CC(C)C)nn3)CC2)nc(N2CCN(C(=O)[C@H](CCCCN)n3cc([C@@H](N)C(C)CC)nn3)CC2)n1 (stereo partly drawn)	-0.7%	-2.3%	-14%	0.1%	1%	1%	20%	1%	5%
O=C(c1ccco1)N(CCCN1CCOCC1)c1nc(-c2ccc(Cl)cc2)cs1	1.2%	-0.8%	7%	-0.1%	14%	-1%	11%	-3%	69%*
CCC(=O)NCCCNc1nc2c(C)cccc2cc1C#N	1.4%	4.0%	-14%	0.7%	-23%	12%	2%	17%	0%
CCn1cc(C(=O)O)c(=O)c2cc(F)c(N3CCN(C(=S)NC(=O)c4cccc(C)c4)CC3)cc21	2.2%	-1.5%	8%	-0.3%	22%	19%	10%	11%	4%
CC(=O)Nc1ccc(C(=O)Nc2nnc(CCc3ccccc3)s2)cc1	1.7%	-2.7%	23%	-0.1%	-9%	4%	-8%	5%	4%
CCN(CCCNC(=O)Cn1ncc2c(=O)oc3ccccc3c21)c1cccc(C)c1	1.8%	4.1%	19%	0.3%	-1%	14%	12%	10%	-9%
Cn1cc([N+](=O)[O-])c(C(=O)NC2CCCCCC2)n1	-0.4%	-3.0%	-24%	-0.2%	18%	15%	8%	12%	12%
O=C(COCc1cc(-c2ccc3c(c2)OCO3)on1)N1CCN(c2cccc(C(F)(F)F)c2)CC1	2.2%	15%	16%	-0.1%	-43%	-78%	5%	2%	3%
O=C(c1ccc(F)cc1)N1CCCCC(Sc2nnnn2-c2ccccc2)C1=O (stereo not drawn)	-0.8%	0.8%	6%	-0.1%	24%	-10%	2%	4%	5%
Cc1ccc(NC(=O)c2ccc(NCc3ccco3)c([N+](=O)[O-])c2)cc1Cl	11%	56%	-9%	-0.1%	-99%	-16%	8%	-4%	-3%
O=C(NCc1ccccn1)c1ccc(OC2CCN(Cc3ccccc3O)CC2)cc1	-2.0%	1.0%	-17%	-0.2%	0%	-1%	7%	12%	-5%
